# Bioassay records deposited in PubChem BioAssay by Broad Institute.
# RAD54 inh: inhibitors of human RAD54 branch migration, primary screen, biochemical, fluorescence, single point | 360,000 compounds, 0.14% hits | inhibition, % at 10.4 µM | RAD54 Holliday junction branch migration, FAM/BHQ fluorescence;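 active means mean normalized replicate activity at least 40 and at least half of replicates scoring 40 or more; inconclusive means only one of the two criteria met; inactive means mean below 40 and under half of replicates reaching 40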;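 further: 0% = median of neutral control wells and 100% = median of positive control wells; inhibitors cause a drop in the FAM fluorescence signal; in these data hits start at about 50%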
# ARNT TACC3 PPI: disruptors of ARNT/TACC3 protein interaction, primary screen, biochemical, AlphaScreen, single concentration | AlphaScreen His-ARNT PAS-B/GST-TACC3 binding, luminescence; TACC3 fragment carries E629A point mutation | Transforming acidic coiled-coil-containing protein 3 (Homo sapiens), Q9Y6A5 | inhibition, % at 9.99 µM | 390,000 compounds, 0.66% hits;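 active means mean inhibition of replicates at least 50% and at least half of replicates each reaching 50%; inconclusive means half or more replicates reach 50% but mean below 50%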;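 further: 0% = complete ARNT plus TACC3 wells and 100% = ARNT alone without TACC3; many hits fall short of the cut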
# Xi reactivation: activators of inactive X chromosome reactivation, primary screen, imaging, XiGFP fibroblasts, GFP high-content imaging, set 2. 360,000 compounds, 0.055% hits. activation, % at 7.58 µM. XiGFP mouse fibroblasts, % GFP-positive cells imaging, 3 d; cells co-treated with 5-aza-dC sensitizer; scaled so ellipticine positive control = 100%;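 active means mean normalized replicate activation at least 10% and every replicate at or above 10%; inconclusive means only one of the two criteria met; inactive means mean below 10% and not all replicates reach 10%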;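 further: 0% = median of on-plate neutral control wells and 100% = ellipticine 6 µM median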
#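 Material: XiGFP fibroblasts, SV40-immortalized; Buffer or medium: DMEM containing 5-aza-dC; Compound dosing: single point; Times: 3 days compound exposure.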
# ERAP1 inh: human ERAP1 aminopeptidase inhibitors, primary screen, biochemical, single point, plate reader. inhibition, % at 10.7 µM. Endoplasmic reticulum aminopeptidase 1 (Homo sapiens), Q9NZ08. AID 652197, 2013. 340,000 compounds, 0.15% hits. recombinant ERAP1, Leu-AMC fluorescence, 60 min;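 active means mean replicate inhibition of at least 30%, or all replicates individually reaching that 30% level; inactive means mean below 30% and not every replicate reaching it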;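 further: 0% = neutral control wells and 100% = L-leucinethiol positive control wells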
# F508del corr: F508del CFTR correction, initial screen, CFBE line, single point. CFBE cells, YFP halide quenching; stimulated with forskolin plus potentiator P3; % fluorescence drop versus neutral controls. activity (quench increase), % at 7.58 µM. 350,000 compounds, 0.36% hits. AID 720511, 2013;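 active means mean added fluorescence quench of at least 8% versus neutral control, with both replicates also reaching 8%; inconclusive means only one of the mean or replicate conditions met; inactive means mean below 8% and not both replicates reaching 8%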;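 further: cells transiently co-express mutant CFTR-F508del with the halide-sensitive YFP; corrector assay measuring rescue of mutant channel to the surface after 24 h compound exposure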
# RAD52 anneal inh: RAD52 DNA annealing inhibitors, primary screen, biochemical, FRET, single point, set 2. DNA repair protein RAD52 homolog (Homo sapiens), P43351. recombinant RAD52 DNA annealing, FRET fluorescence. inhibition, % at 18.7 µM. 360,000 compounds, 0.46% hits. AID 651710, 2012;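 active means every replicate showing at least 50% inhibition; inconclusive means mean inhibition at least 50% but not in every replicate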
# Target sequence (P43351 whole entry, looked up): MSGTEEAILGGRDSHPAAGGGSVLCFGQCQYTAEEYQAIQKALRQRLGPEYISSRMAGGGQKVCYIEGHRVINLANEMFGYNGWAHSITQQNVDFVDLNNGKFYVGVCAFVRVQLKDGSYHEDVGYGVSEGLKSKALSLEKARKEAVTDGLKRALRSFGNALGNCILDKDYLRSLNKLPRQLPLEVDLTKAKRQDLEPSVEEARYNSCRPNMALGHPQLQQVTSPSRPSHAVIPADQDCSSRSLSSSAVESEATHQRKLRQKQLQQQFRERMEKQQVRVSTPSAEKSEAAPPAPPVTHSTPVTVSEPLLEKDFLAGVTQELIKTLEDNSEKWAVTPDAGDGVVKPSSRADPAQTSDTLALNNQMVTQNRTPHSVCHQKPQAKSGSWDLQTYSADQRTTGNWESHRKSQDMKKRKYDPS
# GSIS activator: GLuc luminescence reporter in INS-1E cells, primary screen for activators of glucose-dependent secretion of insulin; INS-1E GLuc reporter insulin secretion, 2-3 h; activation, % at 16.6 µM; 370,000 compounds, 0.61% hits;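 active means lowest replicate activation of at least 40%, so every replicate reaches that level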;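 further: 0% = median of neutral control wells and 100% = median of IBMX positive control wells; some compounds called inactive have numbers as strong as hits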
# esBAF inh: Bmi1 luciferase reporter increase in mESCs, primary screen, esBAF inhibitor project, mouse ES cells, Bmi1 luciferase knock-in, single point. AID 602393, 2012. reporter increase, % at 12.5 µM. 24 h; 100% = twice the neutral-well signal. 350,000 compounds, 2% hits; in the data active means activation above about 40%; inconclusive means no clear call, values can overlap the other calls;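 further: 0% = median of the plate's neutral control wells and 100% = double that signal; a rise in the Bmi1 reporter signal indicates esBAF inhibition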
# * marks the source's active call; other numbers are inactive results; ? = inconclusive; . = not tested or not shown.
SMILES,RAD54 inh,ARNT TACC3 PPI,Xi reactivation,ERAP1 inh,F508del corr,RAD52 anneal inh,GSIS activator,esBAF inh
CCN(C[C@@H]1[C@@H](c2ccccc2)[C@@H](CO)N1C(C)=O)C(=O)c1ccccn1,-8,-11,0.0,2,0.6,-1,0,-2
CC1(C)CC(=O)C=C(Nc2ccc(Cl)cc2)C1,-7,-4,0.1,-3,3.0,-8,21,-3
COc1ccccc1C(C(=O)NC1CCCC1)N(C(=O)c1csnn1)C1CC1 (centres undefined),2,10,0.2,-3,0.9,-10,0,-1
CC1CCC(NC(=O)c2cc(S(=O)(=O)N3CCCCC3)c[nH]2)CC1 (centres undefined),12,-4,0.0,3,0.1,-1,-16,5
COc1ccc(Cl)cc1S(=O)(=O)Nc1ccncc1,3,-9,0.1,1,-1.8,-4,0,.
COCCN(C(=S)Nc1c(C)cccc1C)C(C)c1cccs1 (centres undefined),.,-25,7.1,5,-0.6,-3,-2,-9
Cc1ccc(NC(=O)CC(C)CC2=NS(=O)(=O)c3ccccc3N2)cc1 (centres undefined),-5,1,0.1,1,-0.3,0,1,-4
COC(C(=O)Nc1ccc(S(=O)(=O)Nc2c(C)cccc2C)cc1)c1ccccc1 (centres undefined),13,1,0.0,-7,1.0,-1,-17,.
COc1ccc2c3c(n(C)c2c1)[C@H](CO)N(C(=O)CN(C)C)CC31CN(S(C)(=O)=O)C1,.,.,0.2,-1,-0.9,-5,36,.
C[C@H](CO)N1C[C@H](C)[C@H](CN(C)S(=O)(=O)c2ccc(C#N)cc2)Oc2ncc(C#CCN(C)C)cc2C1=O,-12,-2,-0.8,1,.,-11,18,1
CCNC(=O)C1(C)CCN(Cc2noc(-c3c(C)noc3C)n2)C1 (centres undefined),-3,.,0.0,9,-0.4,6,5,-4
CCCC(=O)Nc1ccc2c(c1)OC[C@H](C)N(Cc1cccc(F)c1)C[C@H](C)[C@H](OC)CN(C)C2=O,-6,-2,0.2,0,1.1,-3,-20,-2
Cc1ccc(NC(=O)N(CCCN2CCOCC2)Cc2cccnc2)cc1C,3,-2,0.0,7,3.5,-2,-5,-6
Cc1c(Cc2ccccc2)c(=O)oc2c(C)c(OC(C)C(=O)NCC3CCC(C(=O)O)CC3)ccc12 (centres undefined),18,11,.,-1,-0.2,-9,5,10
O=C(NCCCN1CCCC1=O)C1CCN(S(=O)(=O)c2ccccc2)CC1,17,-18,0.0,1,0.6,0,18,-6
O=C(CCc1nc(-c2ccccc2F)no1)Nc1cccnc1,-1,23,0.2,-3,0.3,-20,17,.
CCCS(=O)(=O)c1c(S(=O)(=O)CCC)c2ccc(C(C)=O)cn2c1C(=O)OC,.,-3,0.0,-1,-2.9,-13,-8,.
NC(=NC(=O)c1ccc(OCC(F)(F)F)nc1)c1ccccc1,.,-2,0.3,.,-0.2,-8,-15,.
CCC(=O)Nc1ccc2c(c1)OC[C@@H](C)N(C(=O)CN1CCOCC1)C[C@@H](C)[C@H](OC)CN(C)C2=O,3,-4,0.1,-1,.,9,-5,2
O=C(COC(=O)/C=C/c1ccc([N+](=O)[O-])cc1)NNC(=O)c1ccccc1,1,-3,0.1,0,0.6,-13,-6,0
Cc1csc(-c2coc3cc(O)cc(C)c3c2=O)n1,13,3,.,2,2.0,-14,11,60*
CCOC(=O)C1=C(C)N(C[C@@H]2CC[C@@H](Cc3ccc(-c4ccccc4)cc3)O2)C(=O)NC1c1ccc(Cl)cc1 (some centres undefined),4,5,0.2,6,2.4,-11,-21,13
CCC(=O)Nc1ccc2c(c1)OC[C@@H](C)N(Cc1ccncc1)C[C@@H](C)[C@H](OC)CN(C)C2=O,-13,0,0.2,-1,-0.9,16,17,1
CC(C)=CCCC(C)c1cc(C(=O)NCCc2ccc(O)cc2)c(N)s1 (centres undefined),.,.,0.0,.,-3.7,-26,-10,.
CCCNC(=O)N(C)C[C@@H]1Oc2ncc(-c3ccc(OC)cc3)cc2C(=O)N([C@@H](C)CO)C[C@@H]1C,3,-12,-0.9,0,-3.3,17,8,5

# Copied from the listing, 5 compounds:
SMILES,RAD54 inh,ARNT TACC3 PPI,Xi reactivation,ERAP1 inh,F508del corr,RAD52 anneal inh,GSIS activator,esBAF inh
Cc1csc(-c2coc3cc(O)cc(C)c3c2=O)n1,13,3,.,2,2.0,-14,11,60*
CCOC(=O)C1=C(C)N(C[C@@H]2CC[C@@H](Cc3ccc(-c4ccccc4)cc3)O2)C(=O)NC1c1ccc(Cl)cc1 (some centres undefined),4,5,0.2,6,2.4,-11,-21,13
CCC(=O)Nc1ccc2c(c1)OC[C@@H](C)N(Cc1ccncc1)C[C@@H](C)[C@H](OC)CN(C)C2=O,-13,0,0.2,-1,-0.9,16,17,1
CC(C)=CCCC(C)c1cc(C(=O)NCCc2ccc(O)cc2)c(N)s1 (centres undefined),.,.,0.0,.,-3.7,-26,-10,.
CCCNC(=O)N(C)C[C@@H]1Oc2ncc(-c3ccc(OC)cc3)cc2C(=O)N([C@@H](C)CO)C[C@@H]1C,3,-12,-0.9,0,-3.3,17,8,5

# The list continues.
SMILES,RAD54 inh,ARNT TACC3 PPI,Xi reactivation,ERAP1 inh,F508del corr,RAD52 anneal inh,GSIS activator,esBAF inh
Cc1ccc2nc(-c3cccnc3)oc2c1,-14,-3,.,.,.,.,10,38
COc1ccc2nc(NC(=O)CSc3nc(SC)ns3)sc2c1,.,-3,0.0,1,0.3,-2,-8,.
CCCC(=O)Nc1cc(OC)c(NC(=O)NC2CCCCC2)cc1OC,-1,-20,.,-4,.,-5,14,9
CN(C(=O)CSc1nncn1-c1ccccc1)c1ccccc1,.,1,0.0,2,1.4,-13,28,3
CN1C(=O)c2cc(NS(=O)(=O)CC(F)(F)F)ccc2OC[C@H]2O[C@@H](CC(=O)NCC3CCCCC3)CC[C@@H]21,5,13,0.0,-3,-1.9,3,-9,-1
CSc1ccc(CN2CCN(C(C)C)C(CCO)C2)cc1 (centres undefined),.,-3,0.2,9,3.3,-2,0,.
O=C(NCc1cccs1)c1ccc(-c2ccc(F)c(F)c2)c2ccoc12,7,.,0.3,6,0.9,-13,8,12
CN(C)N=C1c2cc(S(=O)(=O)N(C)C)ccc2-c2ccc(S(=O)(=O)N(C)C)cc21,14,-17,0.0,0,-2.5,-2,12,-12
COc1ccc(C#Cc2cnc3c(c2)C(=O)N([C@@H](C)CO)C[C@@H](C)[C@@H](CN(C)CC2CCCC2)O3)cc1,-5,1,-1.2,4,-0.9,-15,10,0
Cc1ccc(S(=O)(=O)Nc2ccc3c(c2)C(=O)N([C@H](C)CO)C[C@@H](C)[C@@H](CN(C)S(C)(=O)=O)OCCCC[C@@H](C)O3)cc1,-9,-7,0.0,3,-1.3,5,-7,6
C[C@@H]1CN([C@@H](C)CO)C(=O)c2cc(NS(=O)(=O)c3cccs3)ccc2O[C@@H](C)CCCCO[C@H]1CN(C)Cc1ccc(C(=O)O)cc1,2,-13,0.0,-3,-1.4,16,8,-2
CN(c1ccccc1)S(=O)(=O)c1cccc(NC(=O)CSc2nnc(C3CC3)n2C)c1,-10,-4,0.1,-3,1.6,-6,-30,-2
CCCCN(Cc1cccs1)S(=O)(=O)c1csc(C(N)=O)c1,5,-2,0.2,-1,1.6,-9,-15,1
COc1cc2c(Cc3ccccc3)cncc2cc1O,-2,12,-0.2,3,-0.2,-10,28,2
C[C@H]1CN([C@@H](C)CO)C(=O)c2cccc(NC(=O)C3CCCCC3)c2O[C@H]1CN(C)Cc1ccc(C(=O)O)cc1,4,1,0.1,0,3.0,-3,2,0
CCc1ccc(OCCCC(=O)Nc2nnc(C3CCCO3)s2)cc1 (centres undefined),-3,-13,-0.1,-3,1.1,-14,19,-5
CC1CCCCN1C(=O)C(=O)c1cn(CC(=O)N2CCCCCC2)c2ccccc12 (centres undefined),-8,-20,0.3,1,-0.1,-65,-11,0
COc1ccc2c3c(n(C)c2c1)[C@@H](CO)N(C(=O)CC1CC1)CC31CN(C(=O)NC(C)C)C1,.,.,0.0,-1,0.5,-7,-1,.
O=C(CN1C(=O)COc2ccccc21)NCC1CCCO1 (centres undefined),4,-2,0.3,2,2.5,-3,-2,0
COc1cc(NS(=O)(=O)c2ccc3[nH]c(=O)oc3c2)cc(OC)c1,.,.,0.0,1,-1.3,-11,-1,.
O=C(Nc1ccc2ccccc2n1)c1ccccc1Cl,11,-3,-0.1,-2,-0.2,-15,1,17
CCOc1ccc(C(=O)OC(C)C(=O)N2CCN(Cc3ccccc3)CC2)cc1 (centres undefined),-1,1,0.2,-6,0.7,-8,-37,-16
CO[C@@H]1CN(C)C(=O)c2ccc(NS(C)(=O)=O)cc2OC[C@H](C)N(C(=O)C2CCC2)C[C@H]1C,3,-8,-0.5,-2,?,-4,-8,-1
CC(/C=C1\SC(=S)N(CC(=O)N2CCN(c3ccccc3)CC2)C1=O)=C\c1ccccc1,.,-5,-0.2,-5,.,-6,8,.
CCN(CC)C(=O)c1csc([C@H]2C[C@H](O)[C@@H](CO)O2)n1,-2,.,0.1,-2,0.8,-13,0,-2

# Compound profiles, from the list above:
# CCOC(=O)C1=C(C)N(C[C@@H]2CC[C@@H](Cc3ccc(-c4ccccc4)cc3)O2)C(=O)NC1c1ccc(Cl)cc1 (some centres undefined) reads RAD54 inh: 4; ARNT TACC3 PPI: 5; Xi reactivation: 0.2; ERAP1 inh: 6; F508del corr: 2.4; RAD52 anneal inh: -11; GSIS activator: -21; esBAF inh: 13
# CCC(=O)Nc1ccc2c(c1)OC[C@@H](C)N(Cc1ccncc1)C[C@@H](C)[C@H](OC)CN(C)C2=O reads RAD54 inh: -13; ARNT TACC3 PPI: 0; Xi reactivation: 0.2; ERAP1 inh: -1; F508del corr: -0.9; RAD52 anneal inh: 16; GSIS activator: 17; esBAF inh: 1
